IL1B secr inh: blocks inflammasome-driven IL-1 beta release | THP-1 LPS/ATP IL-1B secretion, AlphaLISA, 16 h; hits give low values | activity change, % at 57.5 µM | actives 4.7% (n = 360,000) | AID 743279; in the data active = activity change below about -50%; inconclusive = mostly about -30% to -49%; note: % is set by controls: 0 for no effect and ±100 for the full control effect
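THP-1 cells pretreated 1 hr with compounds (up to 57.5 uM final), then stimulated with LPS (250 ng/mL final) plus ATP (1.25 mM final); secreted IL-1B measured by AlphaLISA after 16 hr, decreased signal indicating inhibition.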
D3 antag: D3 dopamine receptor (human) antagonism. max response, negative = inhibition, %. actives 2.5% (n = 360,000). AID 652054. D3R cells, DiscoveRx beta-arrestin luminescence, antagonist mode; hits give low values; in the data active = max response below about -50%; inconclusive = no clear call, values can overlap the other calls; note: % is set by controls: 0 for no effect and ±100 for the full control effect; mostly tested at two doses, the higher about 12 µM
Target sequence (P35462 whole entry, looked up): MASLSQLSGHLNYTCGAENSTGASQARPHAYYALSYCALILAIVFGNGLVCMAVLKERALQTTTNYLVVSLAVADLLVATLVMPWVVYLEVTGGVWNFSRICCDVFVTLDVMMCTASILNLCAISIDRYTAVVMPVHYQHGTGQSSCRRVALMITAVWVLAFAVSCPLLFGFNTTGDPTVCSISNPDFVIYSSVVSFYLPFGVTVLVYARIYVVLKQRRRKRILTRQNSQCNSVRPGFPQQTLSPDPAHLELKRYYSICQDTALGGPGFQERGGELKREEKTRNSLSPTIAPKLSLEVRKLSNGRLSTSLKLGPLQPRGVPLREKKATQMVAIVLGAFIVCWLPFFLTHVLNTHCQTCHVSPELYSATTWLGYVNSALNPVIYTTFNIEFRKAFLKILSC
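Cells plated overnight at 1500 cells/well, then exposed to library compounds with dopamine controls for 90 minutes at 37 degrees C. DiscoveRx reagent added for 30–60 minutes at room temperature; luminescence read, quantitative HTS format.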
HT1080 IDH1KD tx: kills HT-1080 cells with IDH1 knockdown; actives 2% (n = 360,000); AID 686971; HT-1080 IDH1 knockdown viability, ATP luminescence, 48 h; Potency, µM (titrated, usually from 46.1 µM), for the others: top-dose activity, negative = toxicity, usual class: cytotoxic;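 note: potency is the fitted concentration of half-maximal effect; 0% = DMSO wells and -100% = cell-free medium wells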
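Luminescent ATP read-out (CellTiter-Glo, 10 min at room temperature) after 48 h compound exposure at 37 °C gave viability of IDH1-knockdown HT-1080 cells. Activity was normalised to DMSO and cell-free wells, then fitted as concentration-response curves.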
GLP1R ag: agonists of human GLP-1 receptor | P43220 | HEK293 GLP-1R CRE-luciferase, luminescence, 4-6 h; cells express a hypersensitive GLP-1R form | Potency, µM (top dose mostly 45.6 µM), inactives show top-dose activation, usual class: activators | actives 0.007% (n = 380,000) | AID 624172; note: potency is the fitted concentration of half-maximal effect; % of control where 0% means no effect
Target sequence (P43220 whole entry, looked up): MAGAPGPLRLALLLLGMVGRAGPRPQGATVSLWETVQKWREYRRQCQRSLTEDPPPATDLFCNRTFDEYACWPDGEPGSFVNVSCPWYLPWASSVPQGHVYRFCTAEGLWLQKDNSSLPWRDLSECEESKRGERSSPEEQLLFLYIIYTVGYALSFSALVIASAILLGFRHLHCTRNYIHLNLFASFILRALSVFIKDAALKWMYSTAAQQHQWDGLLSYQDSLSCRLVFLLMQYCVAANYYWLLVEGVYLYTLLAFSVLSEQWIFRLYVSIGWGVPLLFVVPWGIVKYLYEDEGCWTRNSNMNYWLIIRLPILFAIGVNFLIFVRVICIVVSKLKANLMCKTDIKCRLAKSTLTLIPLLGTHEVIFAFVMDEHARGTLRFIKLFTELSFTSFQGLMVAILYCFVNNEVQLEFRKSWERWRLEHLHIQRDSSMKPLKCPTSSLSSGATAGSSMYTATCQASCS
KB-V1 MDR tox: KB-V1 MDR subline cytotoxicity; Potency, µM (highest dose often 46.1 µM), inactives show top-dose activity change, negative = cytotoxicity, most hits filed as cytotoxic; KB-V1 MDR cells viability, CellTiter-Glo, 72 h; actives 3.4% (n = 400,000); AID 1347076; note: potency is the fitted concentration of half-maximal effect; % is set by controls: 0 for no effect and ±100 for the full control effect; nearly all actives have a fitted effect of over 60% in size
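Following 72 h at 37 degrees C with compound, KB-V1 cell viability was read by CellTiter-Glo luminescence, medium being phenol-red-free DMEM plus 10% FBS; concentration-response parameters came from normalized, curve-fitted qHTS data.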
SW480 rerep: DNA re-replication induction in SW480 cells. SW480 DNA re-replication, Hoechst DNA content imaging, 48 h. Potency, µM (titrated, usually from 46.1 µM), inactives show at the top dose re-replication activation, most hits filed as activators. actives 1.8% (n = 340,000). AID 624297; note: potency is the fitted concentration of half-maximal effect; % of control where 0% means no effect; nearly all actives have a fitted effect of over 55% in size
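SW480 cells exposed to compounds for 48 hr at 37 C, 5% CO2, then Hoechst-stained 40 min. Nuclear DNA content imaged by fluorescence scanning (405 nm excitation, 500-530 nm emission); re-replication scored as increased high-intensity nuclei.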
DRD3 agonist: D3 dopamine receptor (human) agonism. P35462. D3R DiscoveRx beta-arrestin cells, luminescence, 90 min. max activation, %. actives 0.58% (n = 410,000). AID 652048; in the data active = max activation above about 30%; note: 0% is about no effect; mostly tested at two doses, the higher about 12 µM
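Agonist-mode cell screen: cells plated at 1500/well and incubated overnight at 37 °C, then exposed to library compounds for 90 min at 37 °C. Detection reagent was added for 30–60 min at room temperature, and luminescence was read.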
KB-3-1 cytotox: KB-3-1 parental cell cytotoxicity | KB-3-1 viability, CellTiter-Glo ATP luminescence, 72 h | Potency, µM (highest dose often 46.1 µM), for inactives: at the highest dose activity change, negative = cytotoxic, usual class: cytotoxic | actives 1.4% (n = 400,000) | AID 1347075; note: potency is the fitted concentration of half-maximal effect; % is set by controls: 0 for no effect and ±100 for the full control effect; nearly all actives have a fitted effect of over 60% in size
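KB-3-1 parental drug-naive adenocarcinoma cells in DMEM/10% FBS, incubated 72 h at 37 C with pin-transferred compounds across a concentration series. Viability by CellTiter-Glo luminescence; concentration-response curves fitted after normalization.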
HT1080-NT tox: kills 2HG-producing HT-1080-NT fibrosarcoma cells | AID 686970 | actives 1.6% (n = 360,000) | HT-1080-NT fibrosarcoma viability, CellTiter-Glo ATP luminescence, 48 h | Potency, µM (top dose mostly 46.1 µM), inactives show at the highest dose activity, negative = less viability, usual class: cytotoxic;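 note: NT is the 2HG producing partner of a matched IDH1 knockdown line; potency is the fitted concentration of half-maximal effect; 0% = DMSO-treated cells and -100% = media-only wells without cells; nearly all actives have a fitted effect of over 55% in size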
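Toxicity toward the 2HG-producing NT line was scored as %Activity, normalised to DMSO and no-cell wells, from CellTiter-Glo luminescence after 48 hours' treatment.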
The depositor's hits bear a star; ? = inconclusive; nt = no result given; [ ] = remark or other dose. Unless noted, calls come from the whole dose curve; as a rule, active = well fitted curve in the direction sought with a large enough effect; inconclusive = small, poorly fitted or top-dose-only effect, or another doubt; inactive = no such curve, though single readings can be large; an effect the other way counts as inactive or inconclusive. Rows are unselected. About 12% of those tested had a hit in this group.

SMILES	IL1B secr inh	D3 antag	HT1080 IDH1KD tx	GLP1R ag	KB-V1 MDR tox	SW480 rerep	DRD3 agonist	KB-3-1 cytotox	HT1080-NT tox
COc1cccc(-n2c(=O)c3c(C)c(C(=O)N(C)C)sc3n(CC(=O)NCC3CCCO3)c2=O)c1 (stereo not drawn)	10	8	-2%	0%	-3%	-1%	0	11%	-2%
C/C(=N\NC(=O)c1cccnc1)c1ccc(OC2OCCOC2Oc2ccc(/C(C)=N/NC(=O)c3cccnc3)cc2)cc1 (stereo not drawn)	30	-14	-3%	5%	-25%	?	1	-10%	0%
COc1cccc(C2=NOC(C(=O)NCc3ccc(F)cc3)C2)c1 (stereo not drawn)	0	-29	?	1%	?	-8%	-11	-8%	-24%
O=C(NNC(=O)c1cccc2ccccc12)c1ccc(Cl)c(Cl)c1	-7	-18	11%	-4%	-2%	-3%	-1	19%	1%
COc1ccc(-c2sc3ccccc3c2C#CCCO)cc1	0	12	-4%	19%	-13%	-14%	11	0%	-2%
O=C1CS/C(=N\c2ccccn2)N1C1CCCCC1	41	45	13%	-4%	6%	1%	-13	2%	8%
CC(C)NC(=O)c1ccc(CN2CCC(Cc3ccccc3)CC2)cc1	-16	-80*	4%	-2%	-18%	-3%	-24	-2%	10%
CCc1c(C)nc(SCC(=O)NNC(=O)c2ccco2)[nH]c1=O	4	?	5%	3%	?	-1%	-18	-1%	5%
CCOCCCNC(=O)c1cc2c(=O)[nH]c3ccccc3c2s1	?	-1	15%	19%	?	0%	6	23%	?
COc1ccc(OC)c(C2CC(=O)Nc3c2c(=O)[nH]c2nc4ccccc4n32)c1 (stereo not drawn)	nt	nt	nt	-3%	-5%	nt	-9	15%	nt
CN1C2CCC1/C(=C\c1ccccc1F)C(=O)/C2=C/c1ccccc1F	-101*	-54*	12µM*	0%	13µM*	12%	-8	?	?
COc1ccc(OC)c(NC(=S)N(CCc2c(C)[nH]c3ccc(C)cc23)Cc2cccs2)c1	-29	8	-16%	-3%	0%	1%	3	-7%	4%
O=c1[nH]cnc2c1ncn2[C@@H]1O[C@H](COS(=O)(=O)O)[C@@H](O)[C@H]1O	-4	5	-15%	-1%	0%	10%	0	?	-1%
Nc1ccccc1C=C1Cc2ccccc2C1=O	10	-9	-17%	-8%	8%	-7%	0	-3%	-9%
O=C(CCSCCc1ccccn1)Nc1nccs1	18	?	-7%	-3%	-6%	-21%	-11	0%	0%
COc1ccc(C(=O)N/C(=C\c2cn(C)c3ccccc23)C(=O)NCCN2CCOCC2)cc1OC	-4	3	0%	2%	-13%	-1%	-11	0%	6%
Cc1ccc(C2(CCNCc3ccco3)CCOC(C(C)C)C2)cc1 (stereo not drawn)	-4	-7	-27%	4%	-16%	-43%[inhibitor]	-3	-8%	-13%
COc1ccc(Cl)cc1NC(=O)CCc1nnc2ccc(N3CCC4(CC3)OCCO4)nn12	5	5	-2%	5%	-15%	-6%	-9	16%	-13%
O=C1CCCN1CC(=O)N1CCCC(N2CCN(c3cccc(Cl)c3)CC2)C1 (stereo not drawn)	0	-21	0%	-1%	-19%	-5%	-11	-2%	-1%
Cc1ccc(NCc2nnc(SCC(=O)NCc3ccco3)n2CC2CCCO2)cc1Cl (stereo not drawn)	-6	-15	10%	-5%	-2%	-2%	3	-1%	-1%

Arranged by count of non-hydrogen atoms (falling): some entries from above.
SMILES	IL1B secr inh	D3 antag	HT1080 IDH1KD tx	GLP1R ag	KB-V1 MDR tox	SW480 rerep	DRD3 agonist	KB-3-1 cytotox	HT1080-NT tox
COc1ccc(OC)c(NC(=S)N(CCc2c(C)[nH]c3ccc(C)cc23)Cc2cccs2)c1	-29	8	-16%	-3%	0%	1%	3	-7%	4%
O=C(NNC(=O)c1cccc2ccccc12)c1ccc(Cl)c(Cl)c1	-7	-18	11%	-4%	-2%	-3%	-1	19%	1%
O=c1[nH]cnc2c1ncn2[C@@H]1O[C@H](COS(=O)(=O)O)[C@@H](O)[C@H]1O	-4	5	-15%	-1%	0%	10%	0	?	-1%

Back to the main list with the six entries that preceded the break.
SMILES	IL1B secr inh	D3 antag	HT1080 IDH1KD tx	GLP1R ag	KB-V1 MDR tox	SW480 rerep	DRD3 agonist	KB-3-1 cytotox	HT1080-NT tox
O=C(CCSCCc1ccccn1)Nc1nccs1	18	?	-7%	-3%	-6%	-21%	-11	0%	0%
COc1ccc(C(=O)N/C(=C\c2cn(C)c3ccccc23)C(=O)NCCN2CCOCC2)cc1OC	-4	3	0%	2%	-13%	-1%	-11	0%	6%
Cc1ccc(C2(CCNCc3ccco3)CCOC(C(C)C)C2)cc1 (stereo not drawn)	-4	-7	-27%	4%	-16%	-43%[inhibitor]	-3	-8%	-13%
COc1ccc(Cl)cc1NC(=O)CCc1nnc2ccc(N3CCC4(CC3)OCCO4)nn12	5	5	-2%	5%	-15%	-6%	-9	16%	-13%
O=C1CCCN1CC(=O)N1CCCC(N2CCN(c3cccc(Cl)c3)CC2)C1 (stereo not drawn)	0	-21	0%	-1%	-19%	-5%	-11	-2%	-1%
Cc1ccc(NCc2nnc(SCC(=O)NCc3ccco3)n2CC2CCCO2)cc1Cl (stereo not drawn)	-6	-15	10%	-5%	-2%	-2%	3	-1%	-1%
C#CCOCCOCCOCCNc1nc(N2CCN(C(=O)[C@H]([C@@H](C)O)n3cc(CCCCN)nn3)CC2)nc(N2CCN(C(=O)[C@H](Cc3ccc(O)cc3)n3cc(CCO)nn3)CC2)n1	12	-9	1%	-1%	?	-1%	1	4%	5%
COc1ccccc1C(=O)Nc1onc(C)c1C#N	10	27	13%	-6%	5%	-72%[inhibitor]	0	-1%	15%
CCC(CC)C(=O)NCCc1ccc(F)cc1	-2	30	12%	1%	2%	-1%	3	6%	13%
Cc1c(NC(=O)COc2ncnc3c(Cl)cc(Cl)cc23)c(=O)n(-c2ccccc2)n1C	-1	4	-10%	-4%	7%	-3%	-2	11%	-5%
CC1(C)C(=O)OC(C(=O)c2ccc(C(C)(C)C)cc2)C(C)(C)C1=O (stereo not drawn)	19	13	0%	-22%	5%	3%	2	17%	0%
CCOC(=O)NC(=O)CSc1nc(C)cc(C)c1C#N	-16	-11	8%	-5%	-8%	-2%	-2	4%	17%
O=C(Nc1ccc(Cl)cc1)c1cnc(-c2ccccc2)nc1-c1ccccc1	8	2	?	-13%	-24%	-17%	2	-13%	-21%
CCOC(=O)N1CCN(C(=O)c2ccc(CS(=O)Cc3ccc(C)cc3)o2)CC1 (stereo not drawn)	15	1	0%	-3%	-15%	16%	-3	-7%	-1%
O=[N+]([O-])c1cccc2c(Cl)ccnc12	-4	-18	-4%	11%	-12%	-6%	-3	6%	0%
CCC(C)NC(=O)c1cn(-c2cccc(C)n2)cn1 (stereo not drawn)	-19	4	11%[9.24 µM]	-4%	-2%	-6%	6	0%	17%
Cc1ccc(N2C(=O)CSC23C(=O)N(Cc2ccccc2F)c2ccccc23)cc1F (stereo not drawn)	nt	nt	nt	3%	10µM*	nt	-11	?	nt
COc1ccc(CNC(=O)C[C@H]2C[C@H](C(=O)N(C(C)C)C(C)C)[C@@]3(C)c4[nH]c5cc(CCC(=O)N(C)C)ccc5c4CCN3C2=O)cc1OC	-11	24	2%	8%	0%	2%	-6	0%	-3%
Cc1nn(C(=O)c2ccco2)c(C)c1Br	16	-7	7%	-9%	11%	-2%	-4	-6%	10%
CCCc1ccc(C(=O)[C@@H]2[C@@H](C(C)=O)N3c4ccc(F)cc4C=C[C@@H]3[C@@]23C(=O)Nc2ccccc23)cc1	-5	-10	?	7%	-10%	?	-5	-16%	-28%
COCCCNC(=S)N1CCN(C(c2ccccc2)c2ccccc2)CC1	11	10	0%	4%	?	-6%	-5	-4%	-1%
CCN(c1ccccc1)S(=O)(=O)c1ccc(NC(=S)NC(=O)c2ccc(Br)o2)cc1	13	-8	-7%	-17%	-28%	3%	1	-2%	-2%
Cc1ccc2nccc(C(=O)N3CCCC(N4CCN(c5ccc(F)cc5)CC4)C3)c2c1 (stereo not drawn)	0	6	-3%	-13%	3%	0%	-8	-6%	-3%
O=C(CCCn1c(=O)c2cccn2c2cccnc21)N1CCN(c2ccccc2F)CC1	0	7	?	4%	-10%	10%	-2	19%	25%
CC(C)NC(=O)COc1ccc(/C=N/NS(=O)(=O)c2ccccc2)cc1	-23	?	-1%	2%	1%	1%[9.22 µM]	-5	-4%	-6%
CCC(=O)NC(c1ccc(C)cc1)c1ccc2cccnc2c1O (stereo not drawn)	142	-11	?	7%	?	0.82µM*	20	?	-30%
CCN1CCN(c2nc(Nc3ccc(OC)cc3)nc(N)c2[N+](=O)[O-])CC1	nt	-54*	-1%	22%	-26%	?	-27	18%	-4%
O=C(COc1ccccc1)Nc1cc(S(=O)(=O)N2CCOCC2)ccc1N1CCCC1	15	-2	20%	1%	-8%	0%	4	-2%	6%
COc1ccccc1N1C(=O)c2cccc3cccc(c23)C1=O	0	-23	0%	3%	-1%	-55%[inhibitor]	1	-9%	-13%
NC(=O)c1ccc(S(=O)(=O)N2CCSCC2)cc1	22	0	27%	16%	28%	4%	-1	1%	7%
